TRPV1 agonist: agonists of human vanilloid receptor 1 (TRPV1). Q8NER1. AID 540275. 320,000 compounds, 0.19% hits. activation, % at 8.33 µM. TRPV1-expressing cells, Fluo-8 calcium influx, agonist mode; in the data active = activation above about 80%; inconclusive = between about 30% and that limit; also: 0% is about no effect
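Fluo-8 calcium influx in TRPV1-expressing cells, kinetic read (ex 480/em 520 nm). Compound added and read 3 min for agonist activity, followed by capsaicin at EC20 final and 2 min further read for enhancement.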
USP2a block: inhibitors of human ubiquitin-specific protease USP2a; O75604; USP2 core, Ub-CHOP2 coupled fluorogenic reporter, 485/531; Potency, µM (doses to about 38.3 µM), for the others: top-dose activity change, negative = inhibition, hits mostly inhibitors; 330,000 compounds, 0.01% hits; AID 463254;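 also: potency is read from the fitted curve at half-maximal effect; plate controls were DMSO wells for no effect and full inhibition by NEM control for full effect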
Target sequence (O75604 whole entry, looked up): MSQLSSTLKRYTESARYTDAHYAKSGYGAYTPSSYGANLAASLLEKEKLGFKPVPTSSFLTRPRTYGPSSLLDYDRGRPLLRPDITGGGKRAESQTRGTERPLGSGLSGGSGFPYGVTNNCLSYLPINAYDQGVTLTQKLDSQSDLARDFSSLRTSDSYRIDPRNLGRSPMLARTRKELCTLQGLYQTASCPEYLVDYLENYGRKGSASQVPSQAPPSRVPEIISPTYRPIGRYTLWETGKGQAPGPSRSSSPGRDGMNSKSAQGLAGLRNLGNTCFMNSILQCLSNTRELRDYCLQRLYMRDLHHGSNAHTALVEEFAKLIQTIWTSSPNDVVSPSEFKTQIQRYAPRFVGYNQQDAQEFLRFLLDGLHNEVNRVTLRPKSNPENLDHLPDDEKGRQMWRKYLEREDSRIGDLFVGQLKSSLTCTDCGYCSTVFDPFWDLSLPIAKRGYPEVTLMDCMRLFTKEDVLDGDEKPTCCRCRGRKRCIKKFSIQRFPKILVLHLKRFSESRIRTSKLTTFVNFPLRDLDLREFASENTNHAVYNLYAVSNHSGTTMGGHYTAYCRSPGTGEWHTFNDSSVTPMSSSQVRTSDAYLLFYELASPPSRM
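Deubiquitinase activity read as fluorescence (485/531 nm) after Ub-CHOP2 cleavage activates the enterokinase reporter on its substrate; USP2 core 10nM, Ub-CHOP2 and substrate 25nM each, 30min compound preincubation then 60min RT; data normalized to NEM, curves fitted.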
Menin MLL FP TR: inhibitors of human menin-MLL interaction, mutant MLL peptide | Menin + Texas Red MLL mutant peptide, fluorescence polarization | 270,000 compounds, 0.23% hits | AID 1768 | Potency, µM (titrated, usually from 61.6 µM), inactives show top-dose FP activity change, negative = inhibition, hits mostly inhibitors; active = well fitted inhibition curve with a large enough effect in the polarisation, with a control signal flat, not every such curve was filed as active; inconclusive = small, poorly fitted or top-dose-only effect, or effect the other way, or a change in a side signal; inactive = no such curve, though single readings can be large or run the other way; the % refers to the polarisation; also: potency is read from the fitted curve at half-maximal effect; % of control where 0% means no effect; many of its hits are not listed in these tables
B2AR arrestin: agonists driving beta-arrestin recruitment to human beta2-adrenergic receptor; AID 492947; 330,000 compounds, 0.02% hits; Potency, µM (doses to about 46.1 µM), for the others: top-dose activation, usual class: activators; beta-arrestin recruitment to beta2AR, cell-based reporter;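 also: potency is read from the fitted curve at half-maximal effect; 0% = DMSO controls and full agonism = EC100 isoproterenol or metaproterenol; nearly all actives have a fitted effect of over 65% in size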
Target sequence (P07550 whole entry, looked up): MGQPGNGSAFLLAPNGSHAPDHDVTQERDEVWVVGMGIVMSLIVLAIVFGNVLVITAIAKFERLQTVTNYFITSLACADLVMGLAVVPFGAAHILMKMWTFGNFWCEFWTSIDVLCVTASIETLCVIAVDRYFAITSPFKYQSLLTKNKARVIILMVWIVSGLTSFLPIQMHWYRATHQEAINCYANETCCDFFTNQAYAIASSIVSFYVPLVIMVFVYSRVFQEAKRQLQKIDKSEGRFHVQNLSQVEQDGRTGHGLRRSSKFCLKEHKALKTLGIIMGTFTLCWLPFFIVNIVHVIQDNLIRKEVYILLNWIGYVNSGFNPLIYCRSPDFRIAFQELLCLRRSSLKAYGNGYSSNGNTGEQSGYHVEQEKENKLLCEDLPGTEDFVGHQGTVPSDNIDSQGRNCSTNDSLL
GALK inhibitor: blocks human galactokinase activity. P51570. Purified GALK, Kinase-Glo residual ATP luminescence. Potency, µM (titrated, usually from 57.5 µM), without a hit: at the highest dose activity change, negative = inhibition, actives largely listed as inhibitors. 270,000 compounds, 0.007% hits. AID 1868; also: potency is read from the fitted curve at half-maximal effect; % is scaled to controls: 0 for no effect and ±100 for the full control effect
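GALK at 5 nM final was combined with compound, 35 uM ATP and 100 uM galactose in HEPES pH8.0 with MgCl2 and DTT. The reaction ran one hour at room temperature before luminescent ATP detection.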
MLL CXXC-DNA inh: inhibitors of human MLL CXXC domain-DNA interaction; Q03164; MLL-CXXC / FITC-HOXA9 DNA fluorescence polarization; Potency, µM (titrated, usually from 115 µM), inactives show top-dose activity change, negative = inhibition, hits mostly inhibitors; 290,000 compounds, 0.037% hits; AID 2662; active = well fitted inhibition curve with a large enough effect in the polarisation, with a control signal flat, not every such curve was filed as active; inconclusive = small, poorly fitted or top-dose-only effect, or effect the other way, or a change in a side signal; inactive = no such curve, though single readings can be large or run the other way; the % refers to the polarisation; also: potency is read from the fitted curve at half-maximal effect
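Fluorescence polarization: 7 uM MLL-CXXC (stock) preincubated 5 min with compounds, then 50 nM fluorescein-HOX-A9 DNA (stock) added; 30 min ambient. Buffer 50 mM Tris-HCl pH 7.5, 50 mM NaCl, 1 mM DTT, 0.05% BSA.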
Coupling enz: counter-screen for Giardia aldolase inhibitors: coupling enzyme system; coupling enzyme system counterscreen, AmpLite Red fluorescence; activity change, negative = inhibition, % at 58.2 µM, hits read low; 290,000 compounds, 0.67% hits; AID 2472; in the data active = activity change below about -30%; also: % is scaled to controls: 0 for no effect and ±100 for the full control effect
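Coupling enzymes only (glyceraldehyde-3-phosphate) + compound, at 57.5 uM final, 10 min RT; add substrate/coupling/AmpLite Red mix, 20 min RT; fluorescence ex 525/em 598 nm. Actives flag coupling-system interference.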
PKM2 activator: activators of human pyruvate kinase M2; purified PKM2, Kinase-Glo ATP luminescence, activation; response scale: 0% is enzyme alone, no compound; 260,000 compounds, 0.34% hits; P14618; AID 1631; Potency, µM (series often up to 57.5 µM), for the others: top-dose activation, actives largely listed as activators; also: potency is read from the fitted curve at half-maximal effect; % is scaled to controls: 0 for no effect and ±100 for the full control effect; nearly all actives have a fitted effect of over 55% in size
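Kinase-Glo luminescence reports ATP generated from ADP (0.1 mM) and PEP (0.5 mM) by purified hPK-M2 after 1 h at room temperature, pH 7.2 imidazole buffer; intermediate enzyme activity allows detecting inhibitors and activators.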
Giardia kill: kills Giardia lamblia; Giardia lamblia trophozoite viability; activity change, % at 7.66 µM, hits read low; 340,000 compounds, 0.15% hits; in the data active = activity change below about -80%; inconclusive = between about -30% and that limit;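 also: parasites exposed to compound for two days anaerobically before the ATP read; % is scaled to controls: 0 for no effect and ±100 for the full control effect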
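Each well holds 100 Giardia trophozoites and compound. After two days (48 hrs) at 37 deg C in anaerobic conditions, ATP is quantified by luminescence.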
hERG WT inh: KCNH2 (human, wildtype) channel inhibition; Q12809; activity change, % at 1.84 µM; 340,000 compounds, 0.37% hits; AID 720551; U2OS, BacMam KCNH2, thallium flux FluxOr; hits give low values;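 active = maximum activity change below -70%; inconclusive = maximum activity change between -70% and -50%; inactive = maximum activity change above -50%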; also: % is scaled to controls: 0 for no effect and ±100 for the full control effect
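U2OS cells transduced with wild-type KCNH2 virus are loaded with FluxOr dye for 45 min, and thallium flux is measured in kinetic reads before and after stimulation buffer. Rate constants are normalized to DMSO controls.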
KCNH2 3.1 block: inhibitors of human KCNH2 3.1 potassium channel isoform; U2OS KCNH2 3.1, thallium flux FluxOr; hits give low values; 340,000 compounds, 0.95% hits; activity change, % (tested at about 1.8 µM); AID 720553;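 active = maximum activity change below -70%; inconclusive = maximum activity change from -70% to -50%; inactive = maximum activity change above -50%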;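 also: thallium influx rate constant from kinetic fluorescence after stimulation buffer; % is scaled to controls: 0 for no effect and ±100 for the full control effect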
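U2OS cells transduced with KCNH2 3.1 mutant virus (1.77 x 10^8 /mL, 4 h), plated overnight at 37 C, loaded 45 min with FluxOr dye plus Red40 quencher. Thallium flux rate constant from kinetic reads after stimulation buffer, normalised to controls.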
Active calls of the source: *; ? = inconclusive; / = not tested or not shown; [ ] = remark or other dose. Unless noted, calls follow the shape of the dose curve; as a rule, active = well fitted curve in the direction sought with a large enough effect; inconclusive = small, poorly fitted or top-dose-only effect, or another doubt; inactive = no such curve, though single readings can be large; an effect the other way counts as inactive or inconclusive.

Start of the data: the first 3 compounds (preview)
item	SMILES	TRPV1 agonist	USP2a block	Menin MLL FP TR	B2AR arrestin	GALK inhibitor	MLL CXXC-DNA inh
1	CCOc1ccc(CCNC(=O)CCC(=O)N2CCSc3ccccc32)cc1OCC	0	0%	-16%	-0.1%	/	/
2	CNC(=S)NCCC(c1ccccc1)c1ccccc1	?	4%	1%	-0.3%	-1%	-1%
3	CN1CCCC(OC(=O)c2ccccc2F)C1 (stereo not given)	1	1%	0%	0.1%	/	-2%

item	Coupling enz	PKM2 activator	Giardia kill	hERG WT inh	KCNH2 3.1 block
1	1	-1%	38[activator]	2	-6
2	4	-3%	-2	8	-17
3	0	0%	-25	-2	0

The listing, previewed entries included:
item	SMILES	TRPV1 agonist	USP2a block	Menin MLL FP TR	B2AR arrestin	GALK inhibitor	MLL CXXC-DNA inh
1	CCOc1ccc(CCNC(=O)CCC(=O)N2CCSc3ccccc32)cc1OCC	0	0%	-16%	-0.1%	/	/
2	CNC(=S)NCCC(c1ccccc1)c1ccccc1	?	4%	1%	-0.3%	-1%	-1%
3	CN1CCCC(OC(=O)c2ccccc2F)C1 (stereo not given)	1	1%	0%	0.1%	/	-2%
4	COC(=O)C1=C(C)N(C)C(C)=C(C(=O)OC)C1c1cccc(Br)c1	9	4%	1%	-0.1%	7%	-12%
5	CNC(=S)Nc1ccc(C)cc1	1	2%	2%	-0.8%	/	5%
6	Cc1c(N(C(=O)CNC(=O)c2ccccc2)C2(C(=O)NC3CCCCC3)CCCCC2)c(=O)n(-c2ccccc2)n1C	0	-7%	-2%	0.9%	-1%	-2%
7	CCOc1ccc(C(C)(O)CN2CCOCC2)cc1 (stereo not given)	0	0%	19%	-0.3%	-3%	5%
8	CCOC(=O)C1CCCN(Cc2nc(N)nc(Nc3ccccc3)n2)C1 (stereo not given)	8	2%	-7%	-0.1%	4%	-4%
9	COC(=O)c1ccccc1NC(=O)Cn1cc2c(n1)CCC(C)C2 (stereo not given)	5	4%	-17%	0.1%	0%	6%
10	CC(Nc1nc(-c2ccccc2F)nc2ccccc12)c1ccccc1 (stereo not given)	-3	4%	60%[activator]	0.0%	-3%	32%[activator]
11	COc1ccc(-c2csc(Nc3cccc(C)n3)n2)cc1C	1	-1%	?	0.5%	9%	10%
12	CCOC(=O)c1c(C)oc2c(CC(=O)c3ccccc3)c(Cl)c(O)c(O)c12	5	2%	7%	0.7%	0%	-6%

item	Coupling enz	PKM2 activator	Giardia kill	hERG WT inh	KCNH2 3.1 block
1	1	-1%	38[activator]	2	-6
2	4	-3%	-2	8	-17
3	0	0%	-25	-2	0
4	0	-2%	14	-1	-14
5	3	5%	-3	16	-11
6	1	-1%	-9	8	-13
7	-1	1%	25	1	2
8	-1	-7%	-4	15	-18
9	0	3%	-16	4	-1
10	-3	/	-7	17	-18
11	0	/	-13	-21	-8
12	-1	18%	17	1	3

Next section
item	SMILES	TRPV1 agonist	USP2a block	Menin MLL FP TR	B2AR arrestin	GALK inhibitor	MLL CXXC-DNA inh
13	COc1cccc(C2CC(c3ccc(Cl)cc3Cl)Nc3nc(N)nn32)c1 (stereo not given)	0	1%	-3%	0.1%	0%	5%
14	CC1CC(C)CN(C(=S)NC2CCCCC2)C1 (stereo not given)	16	-1%	9%	-0.5%	1%	11%
15	CCCC(=O)Nc1nnc(SCC(=O)NCc2cccs2)s1	0	0%	4%	-0.4%	/	-4%
16	Cc1ccc(CNC(=O)CCc2c(C)nn(-c3ccc(N4CCOCC4)nn3)c2C)cc1	1	7%	/	0.2%	0%	-8%
17	CCOC(=O)[C@@H]1[C@H]2COc3ccccc3[C@@H]2N2C(=O)N(c3ccccc3)C(=O)[C@]12C	-1	-1%	-13%	-1.0%	/	5%
18	O=C(CC1Sc2ccccc2NC1=O)OCC(=O)N1CCc2ccccc21 (stereo not given)	11	1%	2%	0.2%	3%	-1%
19	COC(=O)c1c(C)nc(C)c(C(=O)OC)c1-c1ccc(OC)c(OC)c1	0	0%	15%	-0.1%	10%	-12%
20	COC(=O)c1cc2ccccc2c(-c2c(OC)c(C(=O)OC)cc3ccccc23)c1OC	?	0%	8%	-1.0%	3%	3%
21	COCCCNc1nc(-c2ccc(Cl)cc2)nc2ccccc12	16	-8%	?	-1.8%	-1%	7%
22	Nc1c(N2CCCCC2)c2ccccc2oc1=O	-1	4%	-12%	0.4%	0%	-3%
23	C=CCn1c(SC2CCOC2=O)nc2sc(C)c(C)c2c1=O (stereo not given)	1	2%	?	-0.3%	1%	5%
24	Nc1nc2n(n1)C(c1cccc(Cl)c1)CC(c1ccc(F)cc1)N2 (stereo not given)	1	-1%	-1%	0.3%	2%	-4%

item	Coupling enz	PKM2 activator	Giardia kill	hERG WT inh	KCNH2 3.1 block
13	-2	6%	3	-2	-1
14	0	0%	-22	1	-34
15	3	-2%	-12	6	15
16	/	/	2	-3	2
17	5	-1%	-7	3	8
18	-3	21%	2	3	-4
19	1	-3%	-12	41	-3
20	-21	-3%	-13	-14	-8
21	-1	1%	0	12	-5
22	-2	0%	2	1	5
23	0	10%	6	0	1
24	1	2%	?	-11	0

Further structures follow.
item	SMILES	TRPV1 agonist	USP2a block	Menin MLL FP TR	B2AR arrestin	GALK inhibitor	MLL CXXC-DNA inh
25	COc1ccc(C2(C)NC(=O)N(CC(=O)NCC(=O)Nc3ccc(F)c(F)c3F)C2=O)cc1OC (stereo not given)	/	-3%	/	0.0%	/	/
26	CCc1cc(C(=O)OC)c(NC(=O)CC2SC(N)=NC2=O)s1 (stereo not given)	-2	-6%	-7%	-0.2%	2%	-6%
27	COc1ccc(CCN2CC(C(=O)NC3CCOCC3)CCC2=O)cc1 (stereo not given)	-2	1%	-1%	0.1%	-3%	6%
28	CS(=O)(=O)c1ccc(C(=O)N2CCc3ccccc3C2)cc1	2	1%	1%	-0.2%	0%	-2%
29	COc1ccc(NC(=O)Cc2ccsc2)c(OC)c1	-1	2%	8%	0.4%	-2%	18%
30	O=C(COC(=O)CN1C(=O)c2ccccc2C1=O)Nc1ccc(S(=O)(=O)N2CCCC2)cc1	3	4%	20%	-0.3%	-1%	-17%
31	O=C(c1cc([N+](=O)[O-])ccc1N1CCOCC1)N1CCN(S(=O)(=O)c2cc(Cl)ccc2Cl)CC1	-6	0%	/	-0.8%	/	/
32	Cc1cccc2c1CC(C)(C)N=C2C1=C(O)CCCC1=O	6	-1%	11%	-0.1%	-1%	1%
33	COc1ccc2ccccc2c1C1CC(=O)N2CN(C)CSC2=C1C#N (stereo not given)	-5	1%	?	-0.1%	6%	-10%
34	O=C(NCCc1c[nH]c2ccccc12)C(=O)Nc1cc2c3c(c1)CC(=O)N3CCC2	0	-3%	/	0.1%	/	/
35	CCCCNC(=O)N1CCN(S(C)(=O)=O)CC1	2	0%	16%	-0.2%	3%	32%
36	COc1ccc(-c2cc(C(=O)O)c3ccccc3n2)c(OC)c1	7	1%	39%[activator]	-0.5%	-3%	-5%

item	Coupling enz	PKM2 activator	Giardia kill	hERG WT inh	KCNH2 3.1 block
25	/	/	20	-13	8
26	-2	-11%	4	6	28
27	-6	-1%	19	-9	2
28	-2	1%	-28	-5	20
29	0	-2%	15	1	13
30	-2	5%	4	-3	-3
31	/	/	-2	10	-6
32	0	-1%	-1	-5	-8
33	-7	-32%	4	8	7
34	/	/	-3	1	9
35	0	4%	-14	-1	18
36	6	-3%	-8	4	-23

Other compounds
item	SMILES	TRPV1 agonist	USP2a block	Menin MLL FP TR	B2AR arrestin	GALK inhibitor	MLL CXXC-DNA inh
37	O=C(O)C1CCC(N2C(=O)C3CCCCC3C2=O)CC1 (stereo not given)	-2	1%	8%	-0.8%	0%	-11%
38	Cc1cc(NC(=O)Nc2ccccc2F)ccc1Br	?	-1%	?	-2.3%	-2%	-1%
39	COc1ccc(NS(=O)(=O)c2cc([N+](=O)[O-])ccc2N/N=C\c2c(C)[nH]c3ccccc23)cc1	3	-1%	?	-0.2%	0%	4%
40	Cc1nnc(NC(=O)CSc2nc(C(C)C)nc3ccccc23)s1	0	0%	13%	-0.2%	1%	-2%
41	O=C(Nc1ccc2[nH]c(=O)[nH]c2c1)c1cc(F)c(F)cc1Cl	?	9%	/	0.3%	-3%	-5%

item	Coupling enz	PKM2 activator	Giardia kill	hERG WT inh	KCNH2 3.1 block
37	1	7%	-7	1	-9
38	-2	-4%	14	7	/
39	0	4%	-12	2	11
40	3	2%	8	-6	-5
41	-7	7%	-9	0	-5

Only part of the results is shown, so the mix of outcomes need not match the whole.
